ROMK mod: ROMK potassium channel modulators, primary screen, cell-based, thallium flux, MLSMR library. Tet-inducible ROMK, thallium flux fluorescence; actives lie on both sides. B-score at 10 µM. ATP-sensitive inward rectifier potassium channel 1 (Homo sapiens), P48048. 130,000 tested, 2% active;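 active means signal ratio slope over the read window, or its plate-corrected B-score, at least 3 SD from the plate mean, either direction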;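 further: B-score of the F/F0 ratio slope over 7 to 12 s after thallium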
Target sequence (P48048 whole entry, looked up): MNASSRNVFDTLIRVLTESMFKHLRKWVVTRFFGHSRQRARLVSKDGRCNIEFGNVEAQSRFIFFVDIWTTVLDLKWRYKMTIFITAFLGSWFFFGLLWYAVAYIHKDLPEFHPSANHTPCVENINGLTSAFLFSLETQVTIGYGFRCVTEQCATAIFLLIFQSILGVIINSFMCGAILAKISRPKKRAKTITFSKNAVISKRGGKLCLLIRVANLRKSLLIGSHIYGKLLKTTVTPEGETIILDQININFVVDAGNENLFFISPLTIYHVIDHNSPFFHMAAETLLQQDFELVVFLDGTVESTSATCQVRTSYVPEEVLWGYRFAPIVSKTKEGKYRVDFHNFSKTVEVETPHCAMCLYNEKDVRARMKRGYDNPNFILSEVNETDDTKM
STAT3 inh: IL-6 driven STAT3 reporter inhibitors, primary screen, U3A cells, luciferase, luminescence, MLSCN library. IL-6 STAT3-luciferase reporter; host cell line lacks STAT1. inhibition, % at 5.5 µM. 190,000 tested, 0.89% active. AID 862, 2007;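 active means inhibition above the mean inhibition across all screened compounds plus 3 SD, cut at about 44% in these data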;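 further: 0% = DMSO only wells and 100% = 100 µM nifuroxazide control wells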
FLuc stim CS: FLuc activators, initial screening, artefact control for FLuc-dependent activation tests, biochemical, ATPlite luminescence. 200,000 tested, under 10 active. ATPlite luciferase biochemical, 10 min; 0 = ATP-free wells, 1 = DMSO control. AID 1027, 2008. Luciferin 4-monooxygenase (Photinus pyralis), P08659. activation factor at 10 µM;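 active means luciferase activation factor, scaled between plate controls, of at least 2 with compound at 10 µM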
Target sequence (P08659 whole entry, looked up): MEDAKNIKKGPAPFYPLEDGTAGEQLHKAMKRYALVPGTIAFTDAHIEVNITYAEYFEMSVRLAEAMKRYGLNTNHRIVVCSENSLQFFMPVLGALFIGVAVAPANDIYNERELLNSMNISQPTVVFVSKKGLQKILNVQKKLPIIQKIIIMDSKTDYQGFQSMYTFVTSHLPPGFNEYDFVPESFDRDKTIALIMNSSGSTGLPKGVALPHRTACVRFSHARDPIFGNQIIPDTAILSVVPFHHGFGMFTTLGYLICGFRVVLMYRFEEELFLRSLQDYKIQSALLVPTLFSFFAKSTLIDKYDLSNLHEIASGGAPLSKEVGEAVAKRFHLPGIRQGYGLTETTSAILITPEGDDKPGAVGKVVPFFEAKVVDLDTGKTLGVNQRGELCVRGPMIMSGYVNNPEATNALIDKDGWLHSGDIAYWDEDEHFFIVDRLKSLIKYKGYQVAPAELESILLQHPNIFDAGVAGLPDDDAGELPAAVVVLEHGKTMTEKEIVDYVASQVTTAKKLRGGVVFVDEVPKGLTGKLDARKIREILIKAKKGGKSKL
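test system = cell-free luciferase reagent | medium = PBS as buffer for the ATP substrate | dosing = test compounds dosed from 2 mM stocks in 100% DMSO | incubation = 10 min at ambient temperature | detection = luminescence measurement of luciferase light output | benchmarks = low control with PBS replacing ATP, high control enzyme plus ATP without compound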
FLuc inhib CS: firefly luciferase enzyme inhibitors, primary screen, artefact control for luciferase-based inhibitor screens, biochemical, luminescence, ATPLite | Luciferin 4-monooxygenase (Photinus pyralis), P08659 | 10 min | inhibition, % at 10 µM | 200,000 tested, 1.5% active | AID 1006, 2008;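 active means inhibition above about 50% when tested at 10 µM, limit read from the data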
APP 5'UTR act: activators of APP 5'UTR luciferase reporter, primary screen, SH-SY5Y cells; SH-SY5Y APP 5'UTR luciferase reporter, luminescence; zero percent = DMSO vehicle wells; activation, % at 2 µM; 190,000 tested, 1% active;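 active means activation above a set limit, based on mean plus 3 SD of controls, cut at about 140% in these data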; further: values of inactives mirror those of a sister screen read the other way
STAT1 activator: STAT1 signaling activators, primary screen, cell-based, HTS, luciferase reporter | NIH 3T3 STAT1-luciferase reporter, IFN-gamma, luminescence; 100% = IFN-gamma alone, no compound | activation (% of control), % at 5.5 µM | 200,000 tested, 2.6% active;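 active means activation above the screen-wide mean activation plus 3 SD, cut at about 130% in these data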;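 further: raw ratio to IFN-gamma control signal so 100% means no change and 0% no light; values of inactives mirror those of a sister screen read the other way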
STAT1 inh: STAT1 signaling inhibitors, primary screen, cell-based, HTS, luciferase reporter | NIH 3T3 STAT1-luciferase reporter, IFN-gamma, luminescence | inhibition, % at 5.5 µM | 200,000 tested, 0.35% active;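 active means inhibition above a set limit, the mean inhibition across all tested compounds plus 3 SD, cut at about 34% in these data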;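 further: 0% = IFN-gamma with DMSO and 100% = IFN-gamma with 300 µM nifuroxazide; values of inactives mirror those of a sister screen read the other way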
APP 5UTR inh: inhibitors of APP translation via 5'UTR reporter, primary screen, APP 5'UTR luciferase, SH-SY5Y cells | SH-SY5Y APP 5'UTR-luciferase reporter, luminescence | inhibition, % at 2 µM | 190,000 tested, 0.82% active;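 active means inhibition above a set limit, derived from the sample mean plus 3 SD, cut at about 45% in these data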; further: values of inactives mirror those of a sister screen read the other way
STAT3 act: IL-6 driven STAT3 reporter potentiators, primary screen, U3A cells, luciferase, luminescence, MLSCN library. IL-6 STAT3-luciferase reporter; 100% = signal with IL-6 EC80 alone. activation (% of control), % at 5.6 µM. 190,000 tested, 0.91% active;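 active means activation above the screen-wide mean of compound activation plus 3 SD, cut at about 130% in these data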;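 further: 0% = background luminescence of wells with medium and substrate only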
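Material: human STAT1-deficient U3A cells with stable STAT3-luciferase reporter / Probe or stimulus: IL-6 stimulus at 33 ng/mL final / Schedule: 1 h compound pre-exposure, 6 h IL-6 stimulation, 37 °C / Technique: luminescence / Read-out basis: percent of IL-6-only median luminescence / Control set: IL-6-only high control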
NF-kB neuron act: activators of NF-kB expression in neurons, primary screen, cell-based, HTS; human neuronal cells, NF-kB reporter expression; active compounds read high; fold change at 12.5 µM; 190,000 tested, 1.6% active; AID 1239, 2008; in the data active means fold change above about 3.3
* hit, by the source's call.

Results for O=C(NCn1cnccc1=O)c1ccccc1 ?
ROMK mod: -0.1; STAT3 inh: 4; FLuc stim CS: 1; FLuc inhib CS: -4; APP 5'UTR act: 2; STAT1 activator: 98; STAT1 inh: 2; APP 5UTR inh: -2; STAT3 act: 102; NF-kB neuron act: 1.1

How did COc1c(C)cc(C(=O)C2CCCN(Cc3cccc4nccnc34)C2)cc1C (configuration not stated) do in these assays?
ROMK mod: -1.6; STAT3 inh: 11; FLuc stim CS: 1.1; FLuc inhib CS: -6; APP 5'UTR act: 2; STAT1 activator: 88; STAT1 inh: 12; APP 5UTR inh: -2; STAT3 act: 95; NF-kB neuron act: 0.92

What do the screens show for `Nc1ccc2c(c1)nc(Cc1ccccc1)n2CCO`?
STAT3 inh: 6; FLuc stim CS: 1; FLuc inhib CS: -5; APP 5'UTR act: 4; STAT1 activator: 102; STAT1 inh: -4; APP 5UTR inh: -4; STAT3 act: 98; NF-kB neuron act: 1.5

Results for Cc1ccc(-c2n[nH]c(=S)c3ccccc23)cc1 ?
ROMK mod: 1.2; STAT3 inh: 25; FLuc stim CS: 1; FLuc inhib CS: -1; APP 5'UTR act: -8; STAT1 activator: 89; STAT1 inh: 12; APP 5UTR inh: 8; STAT3 act: 82; NF-kB neuron act: 1.1

What do the screens show for `CN1c2ccccc2N(C)C1c1ccc2c(c1)OCO2`?
ROMK mod: -0.37; STAT3 inh: 6; FLuc stim CS: 1.1; FLuc inhib CS: -6; APP 5'UTR act: 24; STAT1 activator: 94; STAT1 inh: 6; APP 5UTR inh: -24; STAT3 act: 97; NF-kB neuron act: 0.79

What do the screens show for `Cc1cc(C)c(S(=O)(=O)Nn2cnnc2)c(C)c1`?
ROMK mod: 0.38; STAT3 inh: 10; FLuc stim CS: 1.1; FLuc inhib CS: -6; APP 5'UTR act: 0; STAT1 activator: 100; STAT1 inh: -2; APP 5UTR inh: 0; STAT3 act: 94; NF-kB neuron act: 1.5

Results for Cc1cccc(N2CCN(C(=O)c3cc4c(=O)n(C)c5ccccc5c4n3C)CC2)c1C ?
STAT3 inh: 12; FLuc stim CS: 1; FLuc inhib CS: -2; APP 5'UTR act: 4; STAT1 activator: 91; STAT1 inh: 10; APP 5UTR inh: -4; STAT3 act: 97; NF-kB neuron act: 0.85

Results for N#Cc1cc2c(=O)n3ccccc3nc2n(-c2ccc(Cl)cc2)c1=O ?
ROMK mod: 0.86; STAT3 inh: 2; FLuc stim CS: 1; FLuc inhib CS: -5; APP 5'UTR act: -20; STAT1 activator: 103; STAT1 inh: -4; APP 5UTR inh: 20; STAT3 act: 105; NF-kB neuron act: 1

What do the screens show for `CC(CO)Nc1nc(SCc2ccccc2)nc2sc3c(c12)CCC3` (configuration not stated)?
STAT3 inh: 15; FLuc stim CS: 1; FLuc inhib CS: -3; APP 5'UTR act: 5; STAT1 activator: 106; STAT1 inh: -7; APP 5UTR inh: -5; STAT3 act: 91; NF-kB neuron act: 0.61

Results for CCCS(=O)(=O)N1CCCC(C(=O)N2CCN(c3ccccc3)CC2)C1 (configuration not stated) ?
STAT3 inh: 3; FLuc stim CS: 1.1; FLuc inhib CS: -6; STAT1 activator: 95; STAT1 inh: 6; STAT3 act: 103; NF-kB neuron act: 1.1

What do the screens show for `CC(=O)c1ccc(NC(=O)C(C)N(C)CC(=O)Nc2ccc(Cl)cc2)cc1` (configuration not stated)?
ROMK mod: -0.64; STAT3 inh: -1; FLuc stim CS: 1; FLuc inhib CS: 2; APP 5'UTR act: -3; STAT1 activator: 103; STAT1 inh: -4; APP 5UTR inh: 3; STAT3 act: 102; NF-kB neuron act: 1.2

What do the screens show for `CSc1cccc(NC(=O)Cc2ccccc2[N+](=O)[O-])c1`?
STAT3 inh: -11; FLuc stim CS: 1; FLuc inhib CS: 2; APP 5'UTR act: 4; STAT1 activator: 93; STAT1 inh: 7; APP 5UTR inh: -4; STAT3 act: 109; NF-kB neuron act: 1.1

Results for CSC1=C(C#N)C(c2ccc(C(C)C)cc2)CC(=O)N1 (configuration not stated) ?
STAT3 inh: 13; FLuc stim CS: 1; FLuc inhib CS: -5; STAT1 activator: 102; STAT1 inh: -2; STAT3 act: 96; NF-kB neuron act: 1.1

Results for c1cc(-c2nn[nH]n2)ccc1CN1CCCCC1 ?
STAT3 inh: -1; FLuc stim CS: 1; FLuc inhib CS: -4; APP 5'UTR act: -14; STAT1 activator: 99; STAT1 inh: 1; APP 5UTR inh: 14; STAT3 act: 104; NF-kB neuron act: 1

What do the screens show for `Cc1ccc2nc(SC(C)C(=O)NCc3ccc4c(c3)OCO4)[nH]c2c1` (configuration not stated)?
STAT3 inh: 8; FLuc stim CS: 1.1; FLuc inhib CS: -5; APP 5'UTR act: 4; STAT1 activator: 98; STAT1 inh: 3; APP 5UTR inh: -4; STAT3 act: 97; NF-kB neuron act: 1.2

2 entries drawn at random from those above, as already listed:
Results for CSC1=C(C#N)C(c2ccc(C(C)C)cc2)CC(=O)N1 (configuration not stated) ?
STAT3 inh: 13; FLuc stim CS: 1; FLuc inhib CS: -5; STAT1 activator: 102; STAT1 inh: -2; STAT3 act: 96; NF-kB neuron act: 1.1

Results for Cc1cccc(N2CCN(C(=O)c3cc4c(=O)n(C)c5ccccc5c4n3C)CC2)c1C ?
STAT3 inh: 12; FLuc stim CS: 1; FLuc inhib CS: -2; APP 5'UTR act: 4; STAT1 activator: 91; STAT1 inh: 10; APP 5UTR inh: -4; STAT3 act: 97; NF-kB neuron act: 0.85

Other records.
Results for O=C(CCc1ccccc1)N1CCN(c2ccccc2F)CC1 ?
ROMK mod: -0.96; STAT3 inh: 21; FLuc stim CS: 1.1; FLuc inhib CS: -11; APP 5'UTR act: -11; STAT1 activator: 103; STAT1 inh: -7; APP 5UTR inh: 11; STAT3 act: 86; NF-kB neuron act: 1.3

Results for CN1CCc2c(sc(NC(=O)c3ccc(S(=O)(=O)N4CCOCC4)cc3)c2C(N)=O)C1 ?
STAT3 inh: -1; FLuc stim CS: 1; FLuc inhib CS: -2; APP 5'UTR act: -1; STAT1 activator: 104; STAT1 inh: -3; APP 5UTR inh: 1; STAT3 act: 101; NF-kB neuron act: 0.86

What do the screens show for `Cc1cccc(OCc2n[nH]c(=S)o2)c1C`?
ROMK mod: 0.29; STAT3 inh: 0; FLuc stim CS: 1; FLuc inhib CS: -1; APP 5'UTR act: 14; STAT1 activator: 102; STAT1 inh: -4; APP 5UTR inh: -14; STAT3 act: 107; NF-kB neuron act: 1.1

Results for COc1ccc(C2NC(=S)NC(C)=C2C(=O)N2CCOCC2)cc1 (configuration not stated) ?
ROMK mod: -0.49; STAT3 inh: 2; FLuc stim CS: 1.1; FLuc inhib CS: -6; APP 5'UTR act: -16; STAT1 activator: 99; STAT1 inh: 2; APP 5UTR inh: 16; STAT3 act: 99; NF-kB neuron act: 1.4

What do the screens show for `Cc1ccc(C2/C(=C(/O)c3ccc(OC(C)C)cc3)C(=O)C(=O)N2CCN2CCOCC2)cc1` (configuration not stated)?
ROMK mod: -1.8; STAT3 inh: 4; FLuc stim CS: 1.1; FLuc inhib CS: -6; APP 5'UTR act: -5; STAT1 activator: 101; STAT1 inh: -1; APP 5UTR inh: 5; STAT3 act: 102; NF-kB neuron act: 1.3

Results for Cn1cnnc1SCC(=O)Nc1ccccc1Oc1ccccc1 ?
ROMK mod: -0.046; STAT3 inh: 6; FLuc stim CS: 1; FLuc inhib CS: -1; APP 5'UTR act: -14; STAT1 activator: 100; STAT1 inh: 0; APP 5UTR inh: 14; STAT3 act: 97; NF-kB neuron act: 1.1

How did CC(=O)Nc1cc(C(=O)NCc2ccco2)ccc1Sc1ccc(Cl)cc1 do in these assays?
ROMK mod: -0.36; STAT3 inh: -5; FLuc stim CS: 1.1; FLuc inhib CS: -10; APP 5'UTR act: 9; STAT1 activator: 115; STAT1 inh: -17; APP 5UTR inh: -9; STAT3 act: 104; NF-kB neuron act: 0.84

What do the screens show for `CCNC(=S)N/N=C/c1cc(C)n(-c2ccc(Cl)cc2)c1C`?
ROMK mod: 3*; STAT3 inh: 1; FLuc stim CS: 0.9; FLuc inhib CS: 8; APP 5'UTR act: 20; STAT1 activator: 144*; STAT1 inh: -50; APP 5UTR inh: -20; STAT3 act: 106; NF-kB neuron act: 1

Results for COc1ccc(CCNC(=O)CN(CCc2ccccc2)S(C)(=O)=O)cc1OC ?
ROMK mod: -0.43; STAT3 inh: 10; FLuc stim CS: 1; FLuc inhib CS: 0; APP 5'UTR act: -2; STAT1 activator: 101; STAT1 inh: -3; APP 5UTR inh: 2; STAT3 act: 101; NF-kB neuron act: 1.1

What do the screens show for `Cc1ccc(-c2nn(-c3ccccc3)cc2/C=C(\C#N)C(=O)NCc2ccccc2)cc1`?
ROMK mod: 0.28; STAT3 inh: -2; FLuc stim CS: 1.1; FLuc inhib CS: -7; APP 5'UTR act: 5; STAT1 activator: 101; STAT1 inh: -1; APP 5UTR inh: -5; STAT3 act: 102; NF-kB neuron act: 1.1

Results for CCc1nc(N2CCOCC2)c(C#N)c2c1COC(C)(C)C2 ?
ROMK mod: 0.011; STAT3 inh: -3; FLuc stim CS: 1; FLuc inhib CS: -5; APP 5'UTR act: 10; STAT1 activator: 96; STAT1 inh: 5; APP 5UTR inh: -10; STAT3 act: 105; NF-kB neuron act: 1.1

How did O=C(C(c1ccccc1)c1ccccc1)N1CCCc2ccccc21 do in these assays?
ROMK mod: -0.58; STAT3 inh: -27; FLuc stim CS: 1; FLuc inhib CS: -2; APP 5'UTR act: 26; STAT1 activator: 100; STAT1 inh: 0; APP 5UTR inh: -26; STAT3 act: 123; NF-kB neuron act: 0.55

Results for COCCNC(=O)/C(C#N)=C/c1cc(C)n(-c2ccc(C)cc2)c1C ?
ROMK mod: 0.65; STAT3 inh: 7; FLuc stim CS: 0.3; FLuc inhib CS: 72*; APP 5'UTR act: 154*; STAT1 activator: 145*; STAT1 inh: -48; APP 5UTR inh: -154; STAT3 act: 99; NF-kB neuron act: 6.2*

Results for CCCN1CCN(C(=S)Nc2ccc([N+](=O)[O-])cc2)CC1 ?
STAT3 inh: -37; FLuc stim CS: 1; FLuc inhib CS: 2; APP 5'UTR act: 0; STAT1 activator: 99; STAT1 inh: 1; APP 5UTR inh: 0; STAT3 act: 126; NF-kB neuron act: 1

What do the screens show for `C=CCn1cc(-c2ccccc2)cc(C#N)c1=O`?
ROMK mod: 0.45; STAT3 inh: -4; FLuc stim CS: 1; FLuc inhib CS: -4; APP 5'UTR act: 0; STAT1 activator: 100; STAT1 inh: 0; APP 5UTR inh: 0; STAT3 act: 108; NF-kB neuron act: 1.1
